TDP1 block: inhibitors of human tyrosyl-DNA phosphodiesterase TDP1 | recombinant TDP1, AlphaScreen DNA substrate cleavage | Potency, µM (titrated, usually from 130 µM), without a hit: at the highest dose activity change, negative = inhibition, usual class: inhibitors | 350,000 tested, 0.28% active | AID 485290; note: nearly all actives have a fitted effect of over 40% in size
Target sequence (Q9NUW8 whole entry, looked up): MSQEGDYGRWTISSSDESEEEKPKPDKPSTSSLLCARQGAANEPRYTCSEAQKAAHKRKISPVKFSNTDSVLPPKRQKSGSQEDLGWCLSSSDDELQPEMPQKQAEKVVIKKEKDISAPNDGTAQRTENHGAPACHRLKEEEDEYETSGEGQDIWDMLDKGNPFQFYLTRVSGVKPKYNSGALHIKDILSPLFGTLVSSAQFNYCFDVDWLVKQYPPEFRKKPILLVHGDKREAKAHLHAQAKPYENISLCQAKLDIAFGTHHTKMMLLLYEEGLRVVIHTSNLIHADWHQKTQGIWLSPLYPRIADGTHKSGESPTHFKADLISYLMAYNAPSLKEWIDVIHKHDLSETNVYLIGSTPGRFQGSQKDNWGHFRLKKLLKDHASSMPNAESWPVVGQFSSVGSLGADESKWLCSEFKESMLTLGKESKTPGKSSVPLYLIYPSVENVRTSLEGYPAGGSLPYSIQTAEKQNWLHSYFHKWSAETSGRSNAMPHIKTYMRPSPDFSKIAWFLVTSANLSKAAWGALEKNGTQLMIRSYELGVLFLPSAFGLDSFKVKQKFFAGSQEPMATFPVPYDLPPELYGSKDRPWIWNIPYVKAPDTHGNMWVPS
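Steps: enzyme plus compound, 15 min RT; add biotin/phosphotyrosine-FITC oligonucleotide (15 nM final), react 5 min; add donor/acceptor beads (10 ug/ml final), 10 min; read AlphaScreen. Tdp1 at 1 nM final.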
TDP1 cell noCPT: qHTS for Inhibitors of human tyrosyl-DNA phosphodiesterase 1 (TDP1): qHTS in cells in absence of CPT. Potency, µM (top dose mostly 46.2 µM), for the others: top-dose activity change, negative = growth inhibition, hits mostly inhibitors. DT40 Tdp1-/- hTDP1 cells, no CPT, ATP luminescence, 48 h. 420,000 tested, 15% active; note: nearly all actives have a fitted effect of over 55% in size
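Seeded 400 DT40-hTDP1 cells/well (vehicle DMSO, no 20 nM CPT); pinned compounds; ≥48 hr at 37 °C; CellTiter-Glo luminescence as viability measure.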
TDP1 cell CPT: growth inhibition of DT40 Tdp1-/-;hTDP1 cells with camptothecin (screen for TDP1 inhibitors). chicken DT40 Tdp1-/-;hTDP1 cells + 20 nM CPT, ATP luminescence, 48 h. AID 686979. Potency, µM (titrated, usually from 46.2 µM), inactives show top-dose activity change, negative = growth inhibition, most hits filed as inhibitors. 420,000 tested, 12% active; note: nearly all actives have a fitted effect of over 55% in size
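Chicken DT40 Tdp1-/- cells complemented with human TDP1, 400 cells/well, exposed to compounds plus 20 nM camptothecin for at least 48 h at 37 C; viability read as ATP content by CellTiter-Glo luminescence.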
An asterisk follows results filed as active; ? = inconclusive; nt = not tested or not shown; [ ] = dose if it differs, or a comment. Calls come from the whole dose curve; as a rule, active = well fitted curve in the direction sought with a large enough effect; inconclusive = small, poorly fitted or top-dose-only effect, or another doubt; inactive = no such curve, though single readings can be large; an effect the other way counts as inactive or inconclusive. % is set by controls: 0 for no effect and ±100 for the full control effect; potency is the fitted concentration of half-maximal effect. Not a hit list; overall some 18% were active at least once.

SMILES	TDP1 block	TDP1 cell noCPT	TDP1 cell CPT
CCOC(=O)C(NC(C)=O)(Nc1ccc(S(=O)(=O)Nc2cc(C)nc(C)n2)cc1)C(F)(F)F (centres undefined)	1.9%	4.1%	-1.2%
CC(C)(C)OC(=O)N1CCC(NC(=O)c2nc[nH]c2C(=O)NCC(=O)OCc2ccccc2)CC1	nt	?	?
CCNC(=O)N1CCN(C(=O)NCC)CC1	5.5%	2.8%	-3.8%
COc1cccc(C(=O)NCCSCc2ccccc2Cl)c1	nt	?	0.7%
CC(=O)Oc1cc2c(cc1Cl)C(c1cccs1)CC1(CC(C)(C)NC(=S)N1)O2 (centres undefined)	6.0%	16.4µM*	8.2µM*
COc1ccc(C(=O)c2ccccc2)c(OCC(=O)NC2CC2)c1	-2.5%	?	?
O=C(OCCOCCN=C1NS(=O)(=O)c2ccccc21)C1CC(=O)N(c2ccccc2)C1 (centres undefined)	0.0%	-4.2%	11.8%
O=C(CC(c1ccccc1)C1CCCCC1=O)c1ccco1 (centres undefined)	0.2%	-29.1%	-25.7%
O=C(O)CC12CC3CC(C1)CC(n1ncc(N4CCC5(CC4)OCCO5)c(Cl)c1=O)(C3)C2	6.2%	14.8%	0.7%
Cc1nc(SCC(=O)N(CC(C)C)C2CCS(=O)(=O)C2)c2c(C)c(C)sc2n1 (centres undefined)	-0.4%	-9.3%	-9.6%
COC(=O)c1cccc(NC(=O)c2cnn(C)c2)c1	nt	-7.7%	-1.1%
Cc1nnc(SC(C)C)n(N)c1=O	-0.5%	-1.1%	5.2%
Cc1ccc(-c2nn(CCC(=O)O)cc2/C=C\C(=O)c2ccc(Br)cc2)cc1	0.0%	?	11.6µM*
COc1cc(NC(=O)COC(C)=O)cc(OC)c1OC	4.9%	24.7%	1.8%
Cc1ccc(S(=O)(=O)N2C(=O)CCC2C(=O)NCc2ccco2)cc1 (centres undefined)	2.2%	-6.1%	-5.5%
COc1ccccc1N(C)S(=O)(=O)c1ccc(C(=O)Nc2nccs2)cc1	1.0%	6.51µM*	?
CC(NC(=O)c1c2c(nc3ccccc13)C(=O)N(C1CCCCC1)C2)c1ccccc1 (centres undefined)	11.0%	18.4µM*	16.4µM*
O=c1[nH]cnc(O)c1C(c1ccc2c(c1)OCO2)c1c(O)nc[nH]c1=O	0.0%	-25.4%	2.3%
CCN1C(=O)[C@H]2[C@@H](c3ccc(C)cc3)N[C@]3(CCCN(Cc4ccc(OC)cc4)C3=O)[C@H]2C1=O	nt	?	?
Cc1ccc(-n2ncc(C(=O)NCCc3ccccc3)c2C2CCN(C(=O)OC(C)(C)C)CC2)c(C)c1	5.3%	?	?
COc1ccc2nc(N(Cc3cccnc3)C(=O)C3COc4ccccc4O3)sc2c1 (centres undefined)	2.6%	0.3%	-12.6%
O=C(O)/C=C/c1cccc(NC(=O)c2ccc(Cl)cc2)c1	2.8%	3.7%	9.7%
O=C1NCCN1Cc1ccc(F)cc1	2.3%	1.9%	-10.8%
COc1cccc(/C(O)=C2/C(=O)C(=O)N(CCN3CCOCC3)C2c2cccnc2)c1 (centres undefined)	-4.2%	-12.5%	0.5%
Cc1ccc(OCC(=O)N2CCc3ccccc3C2)c(C)c1	-3.3%	?	-11.9%
Next section:
SMILES	TDP1 block	TDP1 cell noCPT	TDP1 cell CPT
Cc1ccc(NC(=O)CSc2ncn[nH]2)cc1C	0.5%	-0.5%	14.2%
O=C(CCc1nnc(CCCCc2ccccc2)o1)NCCN1CCOC1=O	8.3%	1.3%	26.3%
Cc1nn(-c2ccccc2)c(C)c1NC(=O)COC(=O)Cc1ccccc1F	nt	0.9%	-4.3%
Cc1onc(-c2ccccc2)c1C(=O)N1CCCc2ccccc21	2.1%	16.4µM*	?
Cc1oc2cc3oc(=O)c(CC(=O)N[C@H](C(=O)N[C@@H](C(=O)O)c4ccccc4)C(C)C)c(C)c3cc2c1C	nt	-1.7%	-16.3%
COc1ccc(C2=NS(=O)(=O)N(C)C(C(=O)Nc3ccc4c(c3)OCO4)=C2)cc1OC	nt	16.4µM*	16.4µM*
CCN1CCN(c2ccc(Nc3ccnc4ccccc34)cc2)CC1	-4.2%	5.8µM*	11.6µM*
Clc1ccc2c(-c3ccccc3)nc(-c3cccs3)nc2c1	nt	-10.4%	-9.8%
O=C(O)CC1SC(N/N=C/c2ccc(Br)cc2)NC1=O (centres undefined)	2.9%	7.4%	-2.9%
O=C(NCCO)c1ccc2c3n(nc2c1)-c1ccccc1CO3	5.9%	?	?
COc1ccccc1N1CCN(S(=O)(=O)c2cccc(F)c2)CC1	0.0%	13.2%	2.3%
Cc1ccc(S(=O)(=O)N(C)CC(=O)NCCCn2nc(C)cc2C)cc1	-0.2%	-6.4%	-33.0%
CN(Cc1ccc(F)cc1)C(=O)CN1CCN(S(=O)(=O)c2ccc3c(c2)OCCCO3)CC1	nt	?	-26.1%
Cc1cc(-c2c(C(=O)N3CCOCC3)c(C)nn2-c2cccc(C(F)(F)F)c2)no1	3.5%	7.8%	1.1%
COCCn1c(SCC(=O)Nc2ccccc2OC)nnc1-c1ccco1	nt	2.4%	5.7%
COc1ccc(Cl)cc1NC(=O)CN(C)CC(=O)Nc1ccccc1C(F)(F)F	6.2%	-23.1%	-4.0%
CCOC(=O)N1CCC(Nc2ncnc3c2cnn3-c2ccc(C)cc2C)CC1	1.1%	8.2µM*	10.3µM*
O=C(NC1=NCCS1)c1ccc(Cl)c(S(=O)(=O)N2CCOCC2)c1	5.0%	-6.1%	7.9%
Cc1ccc(S(=O)(=O)NC(N)=NCCc2ccc(Cl)cc2)cc1	4.2%	?	?
CCOC(=O)c1c(NC(C)=O)c2c3c(sc2n1Cc1cccc(Cl)c1)CCCC3	4.9%	14.6µM*	?
CCN(C(=O)CN1C(=O)c2ccccc2S1(=O)=O)C1CCCCC1	2.0%	-1.9%	4.3%
O=C(COC(=O)CNC(=O)c1ccc(Cl)cc1)NC1CCCCCC1	2.5%	3.8%	-12.5%
CC(C)c1ccc(NC(=O)c2ccc(=O)n(Cc3ccccc3)c2)cc1	5.2%	20.6µM*	16.4µM*
CCN(CC)c1ccc(/C=N/NC(=O)CNC(=O)c2ccc3c(c2)OCCO3)cc1	4.7%	-6.3%	7.6%
CCOC(=O)N1CCN(C(=O)c2cc3ccc(OC)cc3[nH]2)CC1	nt	-11.0%	-28.2%
More results.
SMILES	TDP1 block	TDP1 cell noCPT	TDP1 cell CPT
Cc1cccc(NC(=O)NNC(=O)c2ccc3ccccc3c2O)c1	0.9%	2.1%	12.7%
O=C(CCN1C(=O)COc2ccccc21)NCCCN1CCCC1	-2.9%	15.4%	16.6%
Cc1cc(C)cc(NS(=O)(=O)c2cc3c(cc2C)NC(=O)CO3)c1	2.6%	?	16.4µM*
Cc1nn(C)cc1C(=O)Nc1cc(Oc2ccc(Cl)cc2)cc([N+](=O)[O-])c1	0.0%	?	?
CCc1noc(C)c1C(=O)Nc1cc(S(=O)(=O)N2CCCCC2)ccc1N(C)C	nt	?	?
COc1ccc(Cl)cc1NC(=O)Cn1c(NCCO)nc2ccccc21	8.0%	?	?
COc1ccc(C(CNC(=O)c2sccc2C)N2CCOCC2)cc1 (centres undefined)	nt	-19.4%	?
C=CCn1c(O)c(N=NC(=O)CNC(=O)/C=C/c2ccco2)c2ccccc21	?	-11.7%	1.0%
S=C(NCc1cccs1)Nc1ccc(Cl)cc1	-5.2%	?	?
COc1ccc(-n2ncc(N(C)n3cccc3)c(Cl)c2=O)cc1	1.0%	?	?
CCOc1c(OC)cccc1C1CC(=O)Nc2cc3c(cc21)OCCO3 (centres undefined)	5.4%	?	?
CCCN(CC(=O)Nc1ccccc1C)C(=O)C1CC(=O)N(c2ccccc2OCC)C1 (centres undefined)	nt	-10.9%	5.7%
S=c1c2[nH]cnc2ncn1CCSc1ncnc2nc[nH]c12	nt	-24.7%	?
S=C(c1ccc(Br)cc1)N1CCN(Cc2ccccc2)CC1	0.0%	?	?
Cc1ccc(C)c(CN2C(=O)c3ccccc3S(=O)c3ccc(C(=O)NCCCN4CCCC4)cc32)c1 (centres undefined)	5.6%	?	?
Clc1ccc(OCCN2CCOCC2)cc1	4.7%	14.6%	-0.6%
Cc1cccc(-c2oc3ccccc3c2-c2ccc3c(c2)OCO3)c1	nt	-16.5%	-21.6%
CC1CCc2sc(C(=O)NC(C)C3CCCO3)cc2C1 (centres undefined)	0.4%	-16.9%	?
COc1ccc(C2CC(c3ccccc3OC(C)=O)=NN2C(=O)/C=C/c2ccccc2)cc1OC (centres undefined)	5.4%	?	?
CCOc1ccc(C(Nc2ccc(C)cc2)P2(=O)OCC(C)(C)CO2)cc1 (centres undefined)	-5.8%	?	6.6%
Cc1cc(-n2c(C)cc(C(=O)COc3ccc(F)c(F)c3)c2C)no1	5.3%	20.6µM*	23.1µM*
CCCCN(c1ccccc1)c1ncnc2nc[nH]c12	7.9%	?	?
CNc1ncc(C(=O)c2ccccc2)s1	2.1%	-1.6%	-20.6%
CC1CCCN(c2ncnc3c2cnn3-c2ccccc2)C1 (centres undefined)	nt	-26.4%	-28.6%
NC(=O)CC(NC(=O)c1ccccc1)c1ccc(N2CCN(c3ccccc3)CC2)c([N+](=O)[O-])c1 (centres undefined)	nt	13µM*	20.6µM*
New compounds follow.
SMILES	TDP1 block	TDP1 cell noCPT	TDP1 cell CPT
CC(C)N1CC2(CC(c3ccccc3F)=NO2)CN1C(=O)c1ccc(C(C)(C)C)cc1 (centres undefined)	nt	10.3µM*	23.1µM*
COc1ccc(NC(=O)Cc2ccc(C)c(C)c2)cc1Cl	-1.3%	-13.1%	-0.9%
O=C(NC1CCCC1)C(c1ccccn1)N(C(=O)c1csnn1)C1CCCC1 (centres undefined)	2.2%	?	-23.0%
COc1ccc(S(=O)(=O)N2CCN(C)CC2)c(C)c1	nt	10.5%	3.9%
COc1cc(OC)c2c(-c3cccc(-c4ccc(C(F)(F)F)cc4)c3)cc(=O)oc2c1	-0.4%[56.1 µM]	2.59µM*	4.61µM*
O=C(CSc1ccc(F)cc1)NC1CCCCC1	-4.9%	4.6%	3.6%
O=C(Nc1ccccc1C(=O)N1CCOCC1)c1ccc([N+](=O)[O-])cc1	-5.5%	18.7%	-14.7%
Cc1cc(C)n(CCc2nc(-c3ccco3)cs2)n1	nt	12.6µM*	11.2µM*
CC1CCCC(NC(=O)COC(=O)/C=C/c2ccc([N+](=O)[O-])cc2)C1C (centres undefined)	0.3%	-26.1%	?
CCOC(=O)C1CCN(C(=O)C(=O)Nc2ccc3nc4n(c(=O)c3c2)CCCCC4)CC1	nt	?	-10.1%
COC(=O)N/N=C/c1cc(N=Nc2ccccc2Cl)ccc1O	6.0%	?	?
CCn1c(Cn2nnc(-c3ccccc3)n2)nnc1SCC(=O)N1CCOCC1	-2.3%	-0.5%	-3.4%
O=S(=O)(c1cccc(NC(=S)Nc2ccc(Br)cc2Cl)c1)N1CCOCC1	4.4%	29.1µM*	16.4µM*
CCCN(C(=O)c1cc(S(=O)(=O)N(C)c2ccc(OCC)cc2)ccc1C)C1CCS(=O)(=O)C1 (centres undefined)	0.2%[56.1 µM]	25.9µM*	?
C(=Nc1cccnc1)c1ccc2ccccc2n1	nt	1µM*	0.891µM*
COc1ccccc1N1N=C(c2cccs2)CC1c1ccccc1 (centres undefined)	nt	?	?
CN(Cc1ccc(F)cc1)C(=O)c1sccc1-c1ccccc1	8.6%	1.0%	2.6%
CCc1ccc(C(=O)NC2=NC(c3ccccc3F)CC(=O)N2)cc1 (centres undefined)	-0.9%	2.3%	-7.9%
Oc1ccc(-c2nc(-c3ccc(O)c(O)c3)cs2)cc1	6.2%	8.2µM*	8.2µM*
C[C@@H]1CN([C@H](C)CO)C(=O)CCCn2cc(nn2)CO[C@H]1CN(C)C(=O)Nc1cccc(F)c1	nt	11.4%	7.4%
CC(C)(C)OC(=O)N(Cc1ccccc1)Cc1ccccc1OCc1cccc(NC(=O)C2CC2)c1	nt	?	?

Exported as labelled records: part of the list above
> COc1ccc(NC(=O)Cc2ccc(C)c(C)c2)cc1Cl
  TDP1 block = -1.3%
  TDP1 cell noCPT = -13.1%
  TDP1 cell CPT = -0.9%
> Cc1cc(C)n(CCc2nc(-c3ccco3)cs2)n1
  TDP1 block = nt
  TDP1 cell noCPT = 12.6µM*
  TDP1 cell CPT = 11.2µM*

Three structures from above, arranged by count of non-hydrogen atoms, lowest first.
SMILES	TDP1 block	TDP1 cell noCPT	TDP1 cell CPT
COc1ccc(S(=O)(=O)N2CCN(C)CC2)c(C)c1	nt	10.5%	3.9%
COc1ccc(NC(=O)Cc2ccc(C)c(C)c2)cc1Cl	-1.3%	-13.1%	-0.9%
Cc1onc(-c2ccccc2)c1C(=O)N1CCCc2ccccc21	2.1%	16.4µM*	?

Bioassay records (PubChem BioAssay)
